# Cardio protect = cardioprotection against H2O2-induced cell death, primary screen, uHTS, H9c2 cells, ATPLite luminescence | H9c2 cardiomyocytes, H2O2 injury protection, 2 h | protection from H2O2 cell death, % at 20 µM | 360,000 compounds, 0.63% hits;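 active = compounds giving at least 50% protection of heart cells from peroxide-induced death in the single-dose screen, raw or plate-pattern-corrected value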;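 note: 0% = DMSO wells with peroxide and 100% = DMSO wells without peroxide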
# CaV13 ICDI inh = Disruptors of the CACNA1D IQ motif to Ca2+-dependent inactivation inhibitor domain association, primary screening, Förster resonance energy transfer in intact living …; HEK cells, CFP/YFP FRET ICDI-IQ, plate reader, 10 min; percent FRET-ratio fall versus neutral wells; inhibition, % at 12.3 µM; 340,000 compounds, 0.098% hits; AID 743397;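 active = mean replicate inhibition of at least 30% and at least 1% of replicates passing that level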;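 note: 0% = median of the neutral control wells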
# ABCB6 inh 2 = ABCB6 transporter inhibitors, primary screen, K562-ABCB6 cells, flow cytometry, MLPCN library | ATP-binding cassette sub-family B member 6 (Homo sapiens), Q9NP58 | K562-ABCB6 porphyrin accumulation, 1 h; hits give low values | fluorescence ratio to DMSO, % at 10 µM | 360,000 compounds, 0.19% hits | AID 602162, 2011;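 active = fluorescence ratio to DMSO below 75%, the collection mean minus 3 SD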;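 note: signal is porphyrin accumulated inside mitochondria; 100% equals median channel fluorescence of DMSO control wells; lower ratio means ABCB6 inhibition with less porphyrin fluorescence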
# PDI turbidity = inhibitors of human PDI, primary screen, biochemical, turbidity, single point, plate reader | PDI insulin aggregation turbidity, A650, 90 min | inhibition, % at 10 µM | 350,000 compounds, 0.052% hits | AID 588391, 2011;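 active = mean inhibition across replicates of 30% or more, whatever share of single replicates reach that level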;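 note: absorbance from insulin aggregation driven by PDI reduction with DTT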
# Target sequence (P07237 whole entry, looked up): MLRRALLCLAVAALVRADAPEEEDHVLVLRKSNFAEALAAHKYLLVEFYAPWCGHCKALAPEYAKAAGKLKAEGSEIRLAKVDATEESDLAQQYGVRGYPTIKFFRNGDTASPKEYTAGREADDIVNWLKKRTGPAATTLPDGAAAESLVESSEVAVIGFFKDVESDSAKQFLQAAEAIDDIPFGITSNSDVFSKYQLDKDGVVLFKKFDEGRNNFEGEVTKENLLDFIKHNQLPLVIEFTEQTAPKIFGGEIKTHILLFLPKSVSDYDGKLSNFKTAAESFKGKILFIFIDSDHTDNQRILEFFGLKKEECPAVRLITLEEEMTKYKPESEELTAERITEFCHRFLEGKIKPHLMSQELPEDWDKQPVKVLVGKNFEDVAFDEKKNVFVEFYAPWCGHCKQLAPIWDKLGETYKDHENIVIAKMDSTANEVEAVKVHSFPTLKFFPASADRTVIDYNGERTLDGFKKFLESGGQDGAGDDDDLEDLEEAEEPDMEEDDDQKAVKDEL
# Glyco luc inh = increase of ERlucT glycosylation luciferase signal, primary screen, N-linked glycosylation inhibitor project, D54 ERlucT cells, luminescence, set 2. D54 ERlucT glycosylation luciferase reporter, 24 h; percent of 100 nM tunicamycin response. reporter increase, % at 12.5 µM. 360,000 compounds, 0.23% hits;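 active = mean luciferase reporter signal, scaled so untreated is 0 and the glycosylation-blocking control 100, at or above a set limit in every replicate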;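 note: luciferase carries N-glycosylation sites so blocking glycosylation raises the light; 0% = median of neutral control wells and 100% = median of 100 nM tunicamycin wells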
# Exocytosis inh = LAMP-1 surface exposure blockers, TALL-104 cells – cell-based, flow cytometry, MLPCN library, primary screen; TALL-104 LAMP-1 surface exposure; cells stimulated with thapsigargin and PMA; inhibition, % at 10 µM; 360,000 compounds, 0.66% hits;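 active = inhibition above about 55%, limit read from the data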
# m5-HT2A agonist = mouse Htr2a agonists via beta-arrestin recruitment, primary screen, cell-based, luminescence; 5-hydroxytryptamine receptor 2A (Mus musculus), P35363; CHO-K1 mHTR2A beta-arrestin complementation; percent of 30 µM serotonin response; activation, % at 7.6 µM; 360,000 compounds, 0.66% hits;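 active = activation above a run cutoff, the mean activation of all tested compounds plus 3 SD, cut at about 14% in these data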;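 note: 0% = plate median of compound wells and 100% = 30 µM serotonin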
# Target sequence (P35363 whole entry, looked up): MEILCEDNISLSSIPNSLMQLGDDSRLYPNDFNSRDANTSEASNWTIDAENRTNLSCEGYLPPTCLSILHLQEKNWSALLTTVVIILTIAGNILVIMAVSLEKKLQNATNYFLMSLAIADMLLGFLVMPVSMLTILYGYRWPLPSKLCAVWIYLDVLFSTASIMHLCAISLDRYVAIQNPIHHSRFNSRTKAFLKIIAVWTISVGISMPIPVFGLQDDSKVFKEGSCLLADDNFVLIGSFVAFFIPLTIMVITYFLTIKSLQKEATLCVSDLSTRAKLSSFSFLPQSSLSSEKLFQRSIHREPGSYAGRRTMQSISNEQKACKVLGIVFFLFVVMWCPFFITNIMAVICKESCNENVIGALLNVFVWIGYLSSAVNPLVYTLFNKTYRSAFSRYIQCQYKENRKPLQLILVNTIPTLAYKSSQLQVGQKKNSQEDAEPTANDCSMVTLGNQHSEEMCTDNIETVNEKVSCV
# ABHD5 PLIN5 PPI = ABHD5-PLIN5 interaction inhibitors, primary screen, cell lysate, split luciferase complementation, luminescence | Perilipin-5 (Homo sapiens) + 1-acylglycerol-3-phosphate O-acyltransferase ABHD5 (Homo … | Split G. princeps luciferase complementation, 4 h | inhibition, % at 4 µM | 360,000 compounds, 0.78% hits;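 active = inhibition above the mean inhibition across every tested compound plus 3 SD, cut at about 22% in these data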;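 note: 0% = DMSO only wells and the 100% control is not disclosed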
# MC4R antagonist = MC4R antagonists of cAMP signaling, primary screen, cell-based, TR-FRET, antagonist arm of biased-ligand search; Melanocortin receptor 4 (Homo sapiens), P32245; MC4R-expressing cells, MTII-stimulated cAMP, LANCE TR-FRET; inhibition, % at 6.5 µM; 360,000 compounds, 0.48% hits;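 active = inhibition above its plate's cutoff, the mean of tested wells on that plate plus 3 SD, cut at about 29% in these data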;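 note: 0% = Melanotan II alone and 100% = Melanotan II plus saturating MCL0020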
#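 System – human MC4R-expressing U2OS cells · Also added – Melanotan II · Dosing – one concentration, 6.5 µM nominal · Timing – 30-min compound, 1-h challenge, 1-h detection, room temperature · Measured by – Eu-cAMP/anti-cAMP TR-FRET, emission 671 nm · Replicates – singlicate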
# MC4R barr agon = MC4R agonists recruiting beta-arrestin, primary screen, cell-based, luminescence, agonist arm of biased-ligand search; Melanocortin receptor 4 (Homo sapiens), P32245; U2OS MC4R beta-arrestin complementation; percent of melanotan II response, DMSO zero; activation, % at 8.9 µM; 360,000 compounds, 0.98% hits;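 active = activation above a per-plate cutoff, the mean activation of sample wells on that plate plus 3 SD, cut at about 8% in these data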
# * hit, by the source's call; x = not tested or not shown. A portion of the library. The share of hits here may be higher or lower than overall.
(1) O=C(CN1C(=O)COc2ccccc21)N1CCC2(CC1)OCCO2
(2) CCOP(=O)(C(NC(=O)c1ccccc1Cl)=C(Cl)Cl)c1ccccc1 (configuration not stated)
(3) CC(C)OC(=O)c1c(N)n(CC2CCCO2)c2nc3ccccc3nc12 (configuration not stated)
(4) O=c1[nH]c(=O)n(-c2cccc(Cl)c2)c(O)c1C=NCCN1CCCCC1
(5) Cn1c(O)c(C=NCCN2CCN(C(=O)c3ccccc3)CC2)c(=O)n(C)c1=O
(6) CN(C)CCSC1c2ccccc2CSc2ccccc21 (configuration not stated)
Screen / compound no.	1	2	3	4	5	6
Cardio protect	1	2	10	0	12	-4
CaV13 ICDI inh	-7	-4	-5	-6	x	-4
ABCB6 inh 2	105	99	99	97	102	98
PDI turbidity	6	0	4	4	-13	-4
Glyco luc inh	1	0	8	2	1	-4
Exocytosis inh	0	-5	-2	-2	2	31
m5-HT2A agonist	0	-2	-1	2	-3	-11
ABHD5 PLIN5 PPI	-2	-5	-11	-1	2	-1
MC4R antagonist	1	8	0	20	16	0
MC4R barr agon	-0.6	0.6	-1.5	3.1	2.0	-2.5

(7) CC12CC1(C)C(=O)N(c1cc(Cl)cc(Cl)c1)C2=O (configuration not stated)
(8) O=C(Nc1ccccc1)c1c(O)c2c(n(Cc3ccco3)c1=O)CCCC2
(9) O=c1[nH]c(=S)n(C2CC2)c(O)c1C=Nc1cccc(C(F)(F)F)c1
(10) O=C1c2cccc3cccc(c23)C(=O)N1/N=C/c1c(O)n(-c2ccccc2)c(=O)[nH]c1=O
(11) CC(C)C(C)(NC(=O)c1cccn(Cc2ccc3c(c2)OC(F)(F)O3)c1=O)C(N)=O (configuration not stated)
(12) c1ccc(CC(NCc2ccco2)c2ccccc2)cc1 (configuration not stated)
Screen / compound no.	7	8	9	10	11	12
Cardio protect	1	-2	5	10	7	-5
CaV13 ICDI inh	-6	-4	-5	3	-4	1
ABCB6 inh 2	95	97	102	95	95	107
PDI turbidity	3	4	-12	-4	6	-4
Glyco luc inh	2	-2	1	5	4	2
Exocytosis inh	2	3	-12	-2	0	1
m5-HT2A agonist	1	7	0	1	-1	2
ABHD5 PLIN5 PPI	1	-5	-1	24*	5	6
MC4R antagonist	8	13	5	9	-6	1
MC4R barr agon	-0.1	-2.7	-1.3	-3.2	-0.6	2.3

(13) CC(=O)OCC12CC(OC(=O)CC(C)C)C(C)=CC1OC1C(O)C(OC(C)=O)C2(C)C12CO2 (configuration not stated)
(14) CCOc1cc(CN2CCN(C(=O)Cc3ccccc3)CC2)ccc1OC
(15) O=c1c2ccccc2nc(-c2ccoc2)n1-c1ccccc1
(16) CCc1nn(CC(=O)N2CCC3(CC2)OCCO3)c(=O)c2cccn12
(17) Fc1ccc2c(c1)nnn2C1CCN(Cc2nnnn2C2CCCCC2)CC1
(18) COC(=O)C1=C(c2ccc(OCc3ccccc3)c(F)c2)C[C@@H]2CC[C@H]1N2C
Screen / compound no.	13	14	15	16	17	18
Cardio protect	0	-6	5	5	-7	-1
CaV13 ICDI inh	-6	-6	-8	-14	x	-9
ABCB6 inh 2	89	95	99	91	96	103
PDI turbidity	0	-4	16	-11	3	-5
Glyco luc inh	-18	1	1	0	-3	-6
Exocytosis inh	-7	2	0	3	1	5
m5-HT2A agonist	2	-2	-2	6	-4	-6
ABHD5 PLIN5 PPI	2	5	-2	-2	5	-6
MC4R antagonist	-3	9	7	1	3	12
MC4R barr agon	-1.3	-0.6	-1.4	-2.4	0.4	4.1

(19) COC(=O)C(c1ccccc1)N1CCCCCC1 (configuration not stated)
(20) NC(=O)c1c(Br)n(C2OC(CO)C(O)C2O)c2ncnc(N)c12 (configuration not stated)
(21) CCOc1cc(CNCCc2ccccc2F)ccc1OC
(22) N#CC1(c2ccccc2)CCN(C2CC(=O)N(c3ccc4c(c3)OCO4)C2=O)CC1 (configuration not stated)
(23) OC(CNCc1ccccc1)c1ccc(Cl)cc1 (configuration not stated)
(24) Cc1cccc(N2C(=O)CC(=O)NC2=O)c1
Screen / compound no.	19	20	21	22	23	24
Cardio protect	8	-2	-2	-2	3	11
CaV13 ICDI inh	x	-6	-4	2	-7	0
ABCB6 inh 2	98	95	93	93	98	88
PDI turbidity	-2	0	0	14	12	-6
Glyco luc inh	0	-13	-3	0	3	4
Exocytosis inh	-3	-12	-1	-2	7	-1
m5-HT2A agonist	4	-5	-8	8	2	1
ABHD5 PLIN5 PPI	0	-1	-4	1	2	15
MC4R antagonist	-7	2	-7	-6	3	10
MC4R barr agon	-0.6	0.4	-0.8	-2.2	0.6	1.6

(25) COc1cc2c3cc1Oc1c(OC)c(OC)cc4c1[C@H](Cc1ccc(cc1)Oc1cc(ccc1O)C[C@H]3N(C)CC2)N(C)CC4
(26) CC(=O)C1CCC2C3CCC4CC(O)CCC4(C)C3C(=O)CC12C (configuration not stated)
(27) CN1CCc2nc(SCc3cccc(Br)c3)c(C#N)cc2C1
(28) Nc1cc(Cl)cc(Cl)c1
(29) CCCCc1ccc(NC2=NCCCS2)cc1
(30) N=C1c2ccccc2CN1c1cccc([N+](=O)[O-])c1
Screen / compound no.	25	26	27	28	29	30
Cardio protect	-17	4	10	-3	-9	-1
CaV13 ICDI inh	-11	-17	-4	x	-7	0
ABCB6 inh 2	99	95	108	97	98	99
PDI turbidity	-3	-6	7	x	-6	-9
Glyco luc inh	-11	2	-1	1	0	1
Exocytosis inh	-2	-8	6	1	12	-2
m5-HT2A agonist	-5	-1	-8	0	11	1
ABHD5 PLIN5 PPI	13	2	6	-9	12	-1
MC4R antagonist	0	7	-3	2	4	10
MC4R barr agon	-1.0	-0.7	-2.5	-2.5	1.9	-1.7

(31) CN1CCN(c2nc3ccccc3o2)CC1
(32) CCCCC(=O)N/N=C/c1c(O)n(CCC2=CCCCC2)c(=O)[nH]c1=O
(33) CC(=O)O[C@@H]1/C=C/[C@](C)(O)C[C@@H](C)C/C=C/[C@H]2[C@H](O)[C@@](C)(O)[C@@H](C)[C@H]3[C@H](Cc4ccccc4)NC(=O)[C@@]312
(34) CCCCCCCSc1cc(OC)c(CCNC)cc1OC
(35) C[N+](C)(N)CCOC(=O)C(O)(c1ccccc1)C1CCCCC1 (configuration not stated)
(36) CCOC(=O)CNC(=S)N1CC2C[C@@H](C1)Cn1c2cccc1=O
Screen / compound no.	31	32	33	34	35	36
Cardio protect	3	41	1	-34	11	-2
CaV13 ICDI inh	-5	14	x	x	-20	-3
ABCB6 inh 2	104	98	97	98	96	98
PDI turbidity	-8	0	x	-2	1	-9
Glyco luc inh	1	2	-5	-8	2	2
Exocytosis inh	-1	10	5	85*	-1	6
m5-HT2A agonist	0	-5	2	46*	0	11
ABHD5 PLIN5 PPI	-2	-16	-2	10	2	3
MC4R antagonist	1	-4	17	-5	1	1
MC4R barr agon	-0.5	-1.9	0.6	7.9	-1.1	-1.8

(37) COc1ccccc1N1CCN(Cc2ccccc2Cl)CC1
(38) CCN(CC)C(=O)c1ccc(NC(=O)Cn2nc(C)c3ccccc3c2=O)cc1
(39) Cc1ccc2c(c1)N(N=O)CCC2
(40) COC1CC2C=C(C)C=CC=CC(=O)NC(c3ccccc3)CC=CCCC(O)CC(=O)C2=C1O (configuration not stated)
(41) CCOc1cc2c(cc1OCC)-n1cccc1C(c1cccc([N+](=O)[O-])c1)NC2 (configuration not stated)
(42) C(=NC12CN3CN(CN(C3)C1)C2)c1cccs1
Screen / compound no.	37	38	39	40	41	42
Cardio protect	7	6	4	-20	1	-2
CaV13 ICDI inh	-6	-6	-7	-7	-19	-7
ABCB6 inh 2	91	96	96	82	99	97
PDI turbidity	-8	2	-21	x	4	-13
Glyco luc inh	0	1	0	-19	0	2
Exocytosis inh	-2	3	-2	36	9	-4
m5-HT2A agonist	-1	-1	0	21*	-3	-2
ABHD5 PLIN5 PPI	-6	4	0	22*	-4	0
MC4R antagonist	8	0	1	x	10	4
MC4R barr agon	-1.0	-2.1	-0.9	x	1.4	-0.5

(43) CC(C)=CCOc1c2occc2cc2ccc(=O)oc12
(44) CC(CO)(CO)N=Cc1c(O)n(-c2cccc3ccccc23)c(=O)[nH]c1=O
(45) NC(=O)c1cc(N2CC2)c([N+](=O)[O-])cc1[N+](=O)[O-]
(46) COc1ccc(-c2ccc3c(c2)CN(C(=O)NC2CCCCC2)Cc2cnnn2-3)cc1
(47) CNCC1(c2ccccc2)CCCC1
(48) Cc1c(CCC(=O)N2C[C@H]3C[C@@H](C2)c2cccc(=O)n2C3)c(=O)oc2c(C)c(O)ccc12
Screen / compound no.	43	44	45	46	47	48
Cardio protect	2	-3	-6	4	-4	4
CaV13 ICDI inh	-9	x	-5	-11	-5	x
ABCB6 inh 2	100	109	100	99	99	101
PDI turbidity	3	-7	-4	x	-2	x
Glyco luc inh	-2	1	1	1	0	-1
Exocytosis inh	1	-2	7	-1	3	4
m5-HT2A agonist	-2	-2	1	-7	1	-2
ABHD5 PLIN5 PPI	-3	4	3	-2	2	0
MC4R antagonist	1	10	5	x	4	1
MC4R barr agon	-1.3	-0.9	-1.9	x	-0.8	-0.2

(49) C/C(=N\N(C)c1ccccc1)c1c(O)[nH]c(=O)[nH]c1=O
(50) O=C1NC(=S)N(c2ccccc2)C(=O)C1C(c1ccncc1)C1C(=O)NC(=S)N(c2ccccc2)C1=O (configuration not stated)
(51) COC(=O)C1=C(c2ccc(OC)c(OC)c2)C[C@@H]2CC[C@H]1N2C(=O)NCc1cc(C)oc1C(F)(F)F
(52) COc1ccc(CN2CCN(C(=O)Cc3ccccc3)CC2)c(OC)c1
Screen / compound no.	49	50	51	52
Cardio protect	-2	-2	7	-9
CaV13 ICDI inh	3	0	-12	-5
ABCB6 inh 2	98	100	95	79
PDI turbidity	-10	24	-1	-5
Glyco luc inh	0	0	-2	0
Exocytosis inh	-10	0	1	2
m5-HT2A agonist	2	1	-8	0
ABHD5 PLIN5 PPI	-9	4	3	-1
MC4R antagonist	-6	-1	20	0
MC4R barr agon	1.9	-4.5	-0.8	-1.8

# Screening data (PubChem)
